Assay outcomes from PubChem.
POLI inh: blocks human DNA polymerase iota activity. Q9UNA4. Pol iota fluorescent replication assay, 10 min. Potency, µM (top dose mostly 115 µM), for inactives: top-dose activity, negative = inhibition, most hits filed as inhibitors. hit rate 1% among 390,000
Target sequence (Q9UNA4 whole entry, looked up): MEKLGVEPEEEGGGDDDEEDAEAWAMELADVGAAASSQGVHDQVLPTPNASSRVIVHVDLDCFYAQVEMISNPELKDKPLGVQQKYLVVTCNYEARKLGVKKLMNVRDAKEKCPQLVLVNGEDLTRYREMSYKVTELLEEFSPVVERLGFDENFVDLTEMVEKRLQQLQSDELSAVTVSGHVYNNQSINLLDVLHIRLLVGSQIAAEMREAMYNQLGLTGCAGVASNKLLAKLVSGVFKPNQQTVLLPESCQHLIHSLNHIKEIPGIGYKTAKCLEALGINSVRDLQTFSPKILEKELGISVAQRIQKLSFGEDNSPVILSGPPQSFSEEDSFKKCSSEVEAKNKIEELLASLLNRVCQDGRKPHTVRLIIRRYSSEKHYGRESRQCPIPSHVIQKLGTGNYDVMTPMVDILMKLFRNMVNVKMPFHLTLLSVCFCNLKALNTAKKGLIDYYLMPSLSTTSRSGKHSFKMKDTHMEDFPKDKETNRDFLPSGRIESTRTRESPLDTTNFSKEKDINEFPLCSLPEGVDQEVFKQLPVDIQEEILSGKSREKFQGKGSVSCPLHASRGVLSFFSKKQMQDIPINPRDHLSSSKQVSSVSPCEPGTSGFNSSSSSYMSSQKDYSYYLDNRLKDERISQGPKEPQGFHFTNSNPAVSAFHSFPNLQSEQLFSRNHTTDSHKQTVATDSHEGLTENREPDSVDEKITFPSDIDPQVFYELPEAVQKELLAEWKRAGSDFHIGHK
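Pol iota at 10 nM preincubated 15 min with compounds at room temperature; reaction started with fluorescent substrate, 50 nM final. Fluorescence read kinetically at 0 and 10 min; buffer-only wells as negative control.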
BAZ2B block: BAZ2B (human) inhibition | Q9UIF8 | AlphaScreen BAZ2B-H3K14Ac peptide displacement | Potency, µM (series often up to 114 µM), without a hit: at the top dose activity change, negative = inhibition, hits mostly inhibitors | hit rate 4.4% among 360,000; further: on the % scale 0 is the no-effect control and ±100 the full control effect; nearly all actives have a fitted effect of over 60% in size
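AlphaScreen luminescence quantifies BAZ2B engagement of H3K14Ac peptide; the protein and biotinylated peptide are both at 50 nM final, buffer PBS pH 7.4 with 0.01% Tween-20, all steps at room temperature.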
POLH inh: DNA polymerase eta (human) inhibition | Q9Y253 | recombinant Pol eta, fluorescent DNA replication assay | Potency, µM (top dose mostly 114 µM), inactives show at the highest dose activity change, negative = inhibition, usual class: inhibitors | hit rate 1.2% among 390,000; further: on the % scale 0 is the no-effect control and ±100 the full control effect
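Fluorescent replication assay: 50 nM final substrate added after a 15 min room-temperature compound preincubation with 10 nM enzyme. Signal taken at 0 min and again at 10 min.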
Anesthetic bind: binds horse apoferritin like a general anesthetic | apoferritin/1-aminoanthracene competitive binding, fluorescence | Potency, µM (titrated, usually from 77.5 µM), inactives show top-dose activity change, negative = displacement, actives largely listed as inhibitors | hit rate 0.074% among 350,000 | AID 485281; further: on the % scale 0 is the no-effect control and ±100 the full control effect; nearly all actives have a fitted effect of over 20% in size
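10 uM apoferritin + 50% sat. 1-AMA, PBS; cpd 10 min RT; Ex380/Em535 endpoint; normalized to free probe vs complex; 4-param Hill fit; propofol titration as pos. ctrl.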
Pol beta inh: DNA polymerase beta (human) inhibition | P06746 | Pol beta primer extension/strand displacement, fluorescence kinetic | Potency, µM (series often up to 114 µM), for the others: at the highest dose activity change, negative = inhibition, hits mostly inhibitors | hit rate 1.3% among 340,000 | AID 485314; further: on the % scale 0 is the no-effect control and ±100 the full control effect
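Kinetic readout of DNA synthesis with strand displacement by Pol beta. Compound and 10 nM enzyme sit 15 min at room temperature; 50 nM substrate starts the reaction, read immediately and at 10 min.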
POLK inh: blocks human DNA polymerase kappa activity | purified Pol kappa, fluorescent DNA synthesis assay, 10 min | Q9UBT6 | hit rate 0.53% among 400,000 | Potency, µM (top dose mostly 107 µM), inactives show top-dose activity, negative = inhibition, hits mostly inhibitors | AID 588579; further: on the % scale 0 is the no-effect control and ±100 the full control effect
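Here, compound and 10 nM enzyme are combined for 15 min at room temperature; adding 50 nM substrate (final) starts DNA synthesis, tracked by fluorescence at 0 and 10 min against buffer-only wells.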
APEX1 inh: APE1 (human) endonuclease inhibition; P27695; recombinant APE1, TAMRA/BHQ-2 abasic DNA cleavage fluorescence; Potency, µM (doses to about 65.8 µM), for inactives: at the top dose activity change, negative = inhibition, actives largely listed as inhibitors; hit rate 0.35% among 350,000;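 further: plate controls were vehicle for no effect and reference inhibitor for full effect; nearly all actives have a fitted effect of over 55% in size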
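Quantitative HTS: incision of a TAMRA/BHQ-2 double-stranded substrate bearing a tetrahydrofuran abasic site by 0.75 nM APE1 raises fluorescence. Substrate 50 nM final, added after 15 min compound preincubation at room temperature; progress as third-minus-first kinetic read difference.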
BLM helicase inh: blocks DNA unwinding by human BLM helicase; P54132; AID 2528; recombinant BLM DNA unwinding, fluorescence dequenching; hit rate 0.2% among 350,000; Potency, µM (highest dose often 56.1 µM), inactives show top-dose activity change, negative = inhibition, usual class: inhibitors;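 further: plate controls were vehicle for no effect and no enzyme for full effect; nearly all actives have a fitted effect of over 35% in size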
G9a block: blocks human histone lysine methyltransferase G9a; Potency, µM (top dose mostly 102 µM), inactives show at the highest dose activity, negative = inhibition, usual class: inhibitors; Q96KQ7; hit rate 8.8% among 350,000; G9a H3K9 monomethylation, AlphaScreen, 2 h; further: on the % scale 0 is the no-effect control and ±100 the full control effect; nearly all actives have a fitted effect of over 75% in size
Target sequence (Q96KQ7 913-1193 limits assumed): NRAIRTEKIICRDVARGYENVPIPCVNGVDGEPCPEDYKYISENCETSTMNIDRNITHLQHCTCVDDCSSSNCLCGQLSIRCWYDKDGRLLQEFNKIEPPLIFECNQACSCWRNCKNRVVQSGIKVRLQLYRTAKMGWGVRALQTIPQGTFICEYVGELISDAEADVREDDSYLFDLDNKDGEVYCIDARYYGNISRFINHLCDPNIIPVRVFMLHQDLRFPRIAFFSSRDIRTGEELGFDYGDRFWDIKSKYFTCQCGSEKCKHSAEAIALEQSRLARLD
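AlphaScreen detection with an anti-monomethyl H3K9 antibody quantified product after a 2 h room-temperature reaction containing 500 nM biotinylated H3K9 peptide, 20 µM SAM and 20 nM enzyme, which had been preincubated 15 min with compound.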
An asterisk follows results filed as active; [ ] = another dose, or the depositor's remark. The call rests on the fitted dose curve; in most records, active means well fitted curve in the direction sought with a large enough effect; inconclusive means small, poorly fitted or top-dose-only effect, or another doubt; inactive means no such curve, though single readings can be large; an effect the other way counts as inactive or inconclusive. Potency means the concentration at half of the fitted maximal effect. The list is partial. The share of hits here may be higher or lower than overall.

COc1ccc(NC2CCCN(C(=O)CCN3CCCC3=O)C2)cc1OC (centres undefined) was read as POLI inh 56%[activator], BAZ2B block -13%, POLH inh -14%, Anesthetic bind -4%, Pol beta inh 22%, POLK inh -16%, APEX1 inh 19%, BLM helicase inh -11% and G9a block -10%.
Screening COc1ccc(-c2nnn(CC(=O)N(CC(=O)NC3CCCC3)c3cccc(C)c3)n2)cc1OC returned POLI inh -27%, BAZ2B block -34%, POLH inh -7%, Anesthetic bind -24%, Pol beta inh 13%, POLK inh 0%, APEX1 inh -8%, BLM helicase inh 0% and G9a block inconclusive.
Cc1c(C)n(Cc2ccccc2)c2ccc(C(=O)NCc3ccco3)cc12 was read as POLI inh 17%, BAZ2B block -37%, POLH inh -10%, Anesthetic bind -4%, Pol beta inh -14%, POLK inh -9%, BLM helicase inh -10% and G9a block inconclusive.
For O=C(COc1ccccc1C(=O)NCC1CCCO1)Nc1ccc(Br)cc1 (centres undefined) the results were POLI inh -15%, BAZ2B block -5%, POLH inh -3%, Anesthetic bind -4%, Pol beta inh 18%, POLK inh -4%, APEX1 inh 9%, BLM helicase inh -1% and G9a block 8%.
`O=C(NCCCN1CCN(CCCNC(=O)c2ccccc2F)CC1)c1ccccc1F` gave POLI inh -1%, BAZ2B block 8%, POLH inh -8%, Anesthetic bind 7%, Pol beta inh 5%, POLK inh 9%, APEX1 inh 17%, BLM helicase inh 1% and G9a block 4%[59 µM].
Screening O=C(O)c1ccc2c(c1)OCO2 returned Anesthetic bind -4%, POLK inh -1%[60.1 µM], APEX1 inh 3% and BLM helicase inh -4%.
For Cc1ccccc1S(=O)(=O)Cc1ccc(C(=O)NCCCN(C)Cc2ccccc2)o1 the results were POLI inh 8%, BAZ2B block -5%, POLH inh -10%, Anesthetic bind -16%, Pol beta inh 1%, POLK inh -9%, APEX1 inh 18%, BLM helicase inh -2% and G9a block -2%.
Screening CCCCn1c(N)c(N(CCC(C)C)C(=O)COC(=O)c2cccnc2Cl)c(=O)[nH]c1=O returned POLI inh -2%, BAZ2B block 10%, POLH inh -1%, POLK inh -20%, APEX1 inh 3% and G9a block -12%[59 µM].
`O=C(O)[C@H]1CCCC[C@H]1C(=O)Nc1ccc(S(=O)(=O)N2CCCCC2)cc1` gave POLI inh 66%[activator], BAZ2B block 2%, POLH inh -3%, Anesthetic bind 3%, Pol beta inh 56%, POLK inh 8%, APEX1 inh -3%, BLM helicase inh 1% and G9a block 58%[activator].
For Nc1c(C(=O)NCCc2ccccc2)nnn1Cc1ccc(Cl)cc1 the results were POLI inh 15%, BAZ2B block -2%, POLH inh -7%, Anesthetic bind inconclusive, Pol beta inh -27%, POLK inh -15%, APEX1 inh -1%, BLM helicase inh 2% and G9a block -12%[59 µM].
For Cc1ccccc1NC(=O)/C(C#N)=C/c1ccsc1 the results were POLI inh 12%, BAZ2B block -1%, POLH inh -6%, Anesthetic bind 52%[activator], Pol beta inh 2%[57.1 µM], POLK inh -7%, APEX1 inh 3%, BLM helicase inh 0% and G9a block 7%.
For CC(C)c1ccc(NC(=S)NNC(=O)c2cccnc2)cc1 the results were POLI inh 33%[activator], BAZ2B block 2%, POLH inh -21%, Anesthetic bind -11%, Pol beta inh 29%, POLK inh -13%, APEX1 inh -5%, BLM helicase inh 2% and G9a block 32µM*.
Screening Cc1ccc2[nH]c3c(=S)nc[nH]c3c2c1 returned POLI inh 17%, BAZ2B block -2%, POLH inh inconclusive, Anesthetic bind inconclusive, Pol beta inh 4%, POLK inh -6%, APEX1 inh 1%, BLM helicase inh 0% and G9a block 1.8µM*.
For CNc1cc([N+](=O)[O-])ccc1N/C=C/C(=O)c1cccs1 the results were POLI inh 0%, BAZ2B block 50µM*, POLH inh -9%, Anesthetic bind -12%, Pol beta inh 1%, POLK inh -7%, APEX1 inh -5%, BLM helicase inh -5% and G9a block inconclusive.
Screening CCOC(=O)C(C)Sc1cnccn1 (centres undefined) returned POLI inh 7%, BAZ2B block 4%, POLH inh 4%, Anesthetic bind -7%, Pol beta inh 7%, POLK inh -4%, APEX1 inh inconclusive, BLM helicase inh -3% and G9a block 4%.

A draw from above in order of formula weight, largest number first.
For Cc1ccccc1S(=O)(=O)Cc1ccc(C(=O)NCCCN(C)Cc2ccccc2)o1 the results were POLI inh 8%, BAZ2B block -5%, POLH inh -10%, Anesthetic bind -16%, Pol beta inh 1%, POLK inh -9%, APEX1 inh 18%, BLM helicase inh -2% and G9a block -2%.
`O=C(O)[C@H]1CCCC[C@H]1C(=O)Nc1ccc(S(=O)(=O)N2CCCCC2)cc1` gave POLI inh 66%[activator], BAZ2B block 2%, POLH inh -3%, Anesthetic bind 3%, Pol beta inh 56%, POLK inh 8%, APEX1 inh -3%, BLM helicase inh 1% and G9a block 58%[activator].
For Cc1ccccc1NC(=O)/C(C#N)=C/c1ccsc1 the results were POLI inh 12%, BAZ2B block -1%, POLH inh -6%, Anesthetic bind 52%[activator], Pol beta inh 2%[57.1 µM], POLK inh -7%, APEX1 inh 3%, BLM helicase inh 0% and G9a block 7%.

(further entries)
CCCOC(=O)CSc1nnc2ccc3ccccc3n12 was read as POLI inh 41%[activator], BAZ2B block -17%, POLH inh -15%, Anesthetic bind -6%, Pol beta inh 2%, POLK inh 2%, BLM helicase inh 1% and G9a block -29%[59 µM].
Screening COc1ccc(N2CC(C(=O)NC3CCCCC3)CC2=O)cc1 (centres undefined) returned POLI inh 40%[activator], BAZ2B block 10%, POLH inh 0%, Anesthetic bind -2%, Pol beta inh 46%, POLK inh -17%, APEX1 inh -15%, BLM helicase inh -3% and G9a block 16%.
CCOc1ccc(-c2[nH]ncc2-c2ccccc2)c(O)c1 was read as POLI inh -29%, BAZ2B block inconclusive, POLH inh -20%, Anesthetic bind -14%, Pol beta inh 29%, POLK inh -8%, APEX1 inh -17% and BLM helicase inh -6%.
Screening O=S(=O)(Cc1ccc(Cl)cc1)NCc1ccc2c(c1)OCO2 returned POLI inh 47%[activator], BAZ2B block 2%, POLH inh -8%, Anesthetic bind -3%, Pol beta inh 6%, POLK inh 10%, APEX1 inh 20%, BLM helicase inh -6% and G9a block 58%[activator].
COC(=O)c1sc(N2C(=O)C(O)=C(C(=O)c3ccc(C)o3)C2c2ccc(OC)c(OC)c2)nc1C (centres undefined) was read as POLI inh 11%, BAZ2B block -21%, POLH inh -5%, Anesthetic bind -17%, Pol beta inh 1%, POLK inh -5%, APEX1 inh -3%, BLM helicase inh -8% and G9a block 32µM*.
Screening O=C(Nc1cc(C(F)(F)F)ccc1Cl)c1cnn(-c2ccccc2)c1-n1cccc1 returned POLI inh -6%, BAZ2B block 5%, POLH inh -17%, Anesthetic bind 7%, Pol beta inh -12%, POLK inh -8%, BLM helicase inh -8% and G9a block -2%[59 µM].
`CCOC(=O)C1CCCN(S(=O)(=O)Cc2ccccc2)C1` (centres undefined) gave POLI inh -6%, BAZ2B block 5%, POLH inh 11%, Anesthetic bind 2%, Pol beta inh -1%, POLK inh -12%, APEX1 inh 0%, BLM helicase inh 0% and G9a block inconclusive.
Screening CCOC(=S)SCc1cn2ccccc2n1 returned POLI inh 22%, BAZ2B block -22%, POLH inh -8%, Anesthetic bind -8%, Pol beta inh 4%, POLK inh 5%, APEX1 inh 14%, BLM helicase inh -4% and G9a block inconclusive.
CCOc1ccc(-n2c(N)c(C(=O)NCc3ccco3)sc2=S)cc1 was read as POLI inh 3%, BAZ2B block -39%, POLH inh -2%, Anesthetic bind -20%, Pol beta inh 20%, POLK inh -13%, APEX1 inh 1%, BLM helicase inh -5% and G9a block inconclusive.
Cc1ccc(C2CC(=O)NC(SCc3ccccc3)=C2C#N)o1 (centres undefined) was read as POLI inh inconclusive, BAZ2B block 32µM*, POLH inh -6%, Anesthetic bind -21%, Pol beta inh 29%, POLK inh -24%, APEX1 inh 4%, BLM helicase inh -8% and G9a block inconclusive.
COc1ccc(S(=O)(=O)N2CCC(C(=O)N3CCC(C(N)=O)CC3)CC2)cc1Cl was read as POLI inh 27%, BAZ2B block -13%, POLH inh -9%, Anesthetic bind -2%, Pol beta inh -8%, POLK inh -7%, APEX1 inh 8%, BLM helicase inh -2% and G9a block 6%.
For CN1CCN(c2nc3c(c(=O)[nH]c(=O)n3C)n2Cc2cccc3ccccc23)CC1 the results were POLI inh 50%[activator], BAZ2B block -20%, POLH inh -15%, Anesthetic bind -12%, Pol beta inh 0%, POLK inh -1%, APEX1 inh 8%, BLM helicase inh -4% and G9a block 25µM*.
For COc1ccc(CC(=O)OCC(=O)Nc2cccc(C(C)=O)c2)cc1OC the results were POLI inh 27%, BAZ2B block 12%, POLH inh -5%, POLK inh 0%, APEX1 inh -9% and G9a block 12%.
Screening CC(=O)Nc1ccc(N2Cc3ccccc3C2)cc1 returned POLI inh 62%[activator], BAZ2B block 79µM*, POLH inh -16%, Anesthetic bind -22%, Pol beta inh 41%, POLK inh -16%, APEX1 inh -4% and BLM helicase inh -5%.
Screening C=C1c2ccccc2O[C@H](C(=O)OCC)[C@@H]1CCC(C)C (tested in a mixture with another compound) returned Anesthetic bind -16%[110 µM], POLK inh -25%, APEX1 inh -2%, BLM helicase inh -9%[75.6 µM] and G9a block 42%.
For Cc1ccc(N2CCN(c3ccc([N+](=O)[O-])cn3)CC2)c(C)c1 the results were POLI inh inconclusive, BAZ2B block -31%, POLH inh -3%, Anesthetic bind 2%, Pol beta inh 29%, POLK inh -1%, APEX1 inh 10%, BLM helicase inh -9% and G9a block 0%.
For CCC(=O)Nc1ccc(C(=O)Nc2c[nH]c(=O)[nH]c2=O)cc1 the results were POLI inh 121%[activator], BAZ2B block -3%, POLH inh -17%, Anesthetic bind -12%, Pol beta inh 1%, POLK inh 4%, APEX1 inh 2%, BLM helicase inh -2% and G9a block 0%.
For CNCc1cc(Br)c(OCC(=O)Nc2ccccc2OC)c(OC)c1 the results were POLI inh 62%[activator], BAZ2B block -18%, POLH inh -15%, Anesthetic bind -12%, Pol beta inh -20%, POLK inh -23%, APEX1 inh 2%, BLM helicase inh 4% and G9a block inconclusive.
CC1CN(C(=O)CCC(=O)NCc2cccs2)c2ccccc2O1 (centres undefined) was read as POLI inh 13%, BAZ2B block -3%, POLH inh -6%, Anesthetic bind 38%[activator], Pol beta inh -20%, POLK inh inconclusive, BLM helicase inh -7% and G9a block -3%[59 µM].
